Mtb RmlCD inh: inhibitors of Mycobacterium tuberculosis RmlC and RmlD coupled enzymes; P9WH09+P9WH11; RmlC+RmlD coupled enzyme assay, percent inhibition; primary screen in compound mixtures; inhibition, % at 3.6 µM; actives 0.03% (n = 160,000); in the data active means inhibition mostly above about 34%, no sharp cut-off; further: some results filed as inactive read as strong as hits
Target sequence (P9WH09 whole entry, looked up): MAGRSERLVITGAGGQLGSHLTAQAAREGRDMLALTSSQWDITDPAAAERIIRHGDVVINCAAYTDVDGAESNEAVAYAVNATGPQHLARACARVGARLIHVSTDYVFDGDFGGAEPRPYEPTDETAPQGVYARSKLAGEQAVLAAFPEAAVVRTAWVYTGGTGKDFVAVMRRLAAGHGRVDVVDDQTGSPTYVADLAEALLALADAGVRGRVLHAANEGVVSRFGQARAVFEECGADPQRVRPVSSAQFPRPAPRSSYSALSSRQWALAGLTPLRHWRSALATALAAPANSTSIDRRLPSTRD
Target sequence (P9WH11 whole entry, looked up): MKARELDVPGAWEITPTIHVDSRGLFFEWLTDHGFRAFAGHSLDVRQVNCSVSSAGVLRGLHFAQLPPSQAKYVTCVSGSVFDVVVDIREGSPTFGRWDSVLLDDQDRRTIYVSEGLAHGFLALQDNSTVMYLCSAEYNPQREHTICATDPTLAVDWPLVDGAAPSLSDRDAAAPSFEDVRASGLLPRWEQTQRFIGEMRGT
GlmU inhibition: inhibition of mycobacterial GlmU enzyme – biochemical, glucosamine-1-phosphate acetyltransferase (AID 1376); actives 0.25% (n = 220,000); one-dose inhibition, %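 (tested at 30 µM in the primary screen)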; IC50 in µM for titrated hits; M. tuberculosis GlmU acetyltransferase enzyme assay; higher % means a stronger effect; in the data active means inhibition above about 13%;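 further: 0% = complete reaction with vehicle and 100% = reaction without substrate; strong numbers were not always called active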
Starred values were filed as active, the others as inactive; . = no result given.

SMILES	Mtb RmlCD inh	GlmU inhibition
CN1C(=O)c2ccc(NC(=O)CCS(=O)(=O)c3ccccc3)cc2C1=O	16.2	-6.2%
O=C(NCC1CC1)[C@@H]1C[C@H]1[C@@H](NP(=O)(c1ccccc1)c1ccccc1)c1ccccc1	.	0.7%
Cc1cccc(Nc2nc3c(s2)CCCC3)c1	.	0.9%
O=C(CCNS(=O)(=O)c1cccc2nonc12)NC1CCCCC1	-5.8	-5.5%
Cc1ccc2nc(N3C(=O)C(O)=C(C(=O)c4ccco4)C3c3cccs3)sc2c1 (stereo unspecified)	.	-0.2%
Cn1cccc1C(=O)NC(=O)COC(=O)c1cc([N+](=O)[O-])ccc1Cl	2.1	2.1%
CC(=O)Nc1c(O)nc(SCC(=O)Nc2ccc(C(C)=O)cc2)[nH]c1=O	.	5.8%
CCOC(=O)C1=C(C)NC(C)=C(C(=O)OCC)C1c1cn(-c2ccccc2)nc1-c1ccco1	5.6	-3.5%
CC(=O)Nn1c(-c2ccccc2)cc2ccccc21	7.3	1.1%
O=c1c2ccccc2oc2nc(-c3cccs3)n(CCc3ccccc3)c(=O)c12	-3.8	7.0%
CN(CC(=O)Nc1ccc(Cl)cc1)CC(=O)Nc1cc(Cl)ccc1C#N	17.3	2.3%
COc1ccc(-n2c(Cn3c(=O)sc4ccccc43)nnc2SC)cc1	5.5	-1.6%
COc1cccc(N2CN(CCc3ccccc3)CNC2=S)c1	7.8	0.2%
Cc1cc(C)c(S(=O)(=O)N2CCCCC2)cc1N(C)S(=O)(=O)c1ccc(Cl)cc1	1.0	0.1%
CC(=O)/C=C1\SC(CC(=O)O)C(=O)N1c1ccccc1 (stereo unspecified)	-7.7	-2.8%
Cn1c(=O)[nH]c(=O)c2c1nc(Br)n2CC(O)c1ccccc1 (stereo unspecified)	20.8	1.0%
CC1(C)CC(=O)C2=C(C1)OC1=C(C(=O)CC(C)(C)C1)C2(C)C	6.3	4.7%
CC1(OC(=O)c2ccc(Cl)nc2)C(=O)C=C2C=C(c3ccc(C#N)cc3)OC=C2C1=O (stereo unspecified)	.	4.2%
COC(=O)c1c(NC(=O)c2cccnc2Cl)sc(C(=O)N(C)C)c1C	3.5	1.7%
CC1(C)NCCN2C(=O)CSC21 (stereo unspecified)	-1.0	3.0%
CC(C)=CCC/C(C)=C/CCC(C)NCCN1CCNCC1 (stereo unspecified)	18.7	-9.1%
CSc1ccc(CN(C)CC(=O)Nc2ccc(NC(C)=O)cc2)cc1	10.4	-4.2%
CN1C(=O)C(=Cc2ccc(OCCN(C)c3ccccn3)cc2)C(=O)N(C)C1=O	-7.1	3.5%
OCC1(CCc2ccccc2)CCN(Cc2ccccc2Cl)CC1	-6.0	-0.4%
O=[N+]([O-])c1ccc2n[nH]nc2c1	-11.2	1.3%
COc1ccc(NC(=O)c2ccc3c(c2)C(=O)N(Cc2cccnc2)C3=O)cc1	2.1	5.1%
O=c1c[n+]([O-])c2ccccc2n1OCc1ccccn1	.	-0.1%
CC(C)CN(C(=O)COC(=O)c1c(Cl)ccc(Cl)c1Cl)C1CCS(=O)(=O)C1 (stereo unspecified)	9.4	5.5%
O=C1c2ccccc2-c2cccc(C(=O)N3CCN(C(=O)c4ccccc4)CC3)c21	23.1	5.8%
O=C(CCCCCC(=O)N(CCO)CCO)N(CCO)CCO	-12.7	0.0%

Some values from above.
GlmU inhibition result of `CC(C)CN(C(=O)COC(=O)c1c(Cl)ccc(Cl)c1Cl)C1CCS(=O)(=O)C1` (stereo unspecified) : 5.5%
Mtb RmlCD inh result of `O=C(CCCCCC(=O)N(CCO)CCO)N(CCO)CCO` : -12.7
GlmU inhibition result of `O=c1c[n+]([O-])c2ccccc2n1OCc1ccccn1` : -0.1%
Mtb RmlCD inh result of `O=[N+]([O-])c1ccc2n[nH]nc2c1` : -11.2
Mtb RmlCD inh result of `CC1(C)CC(=O)C2=C(C1)OC1=C(C(=O)CC(C)(C)C1)C2(C)C` : 6.3

(more compounds)
SMILES	Mtb RmlCD inh	GlmU inhibition
COc1ccc(N2C(=O)N(Cc3cccc(F)c3)c3ccccc3S2(=O)=O)cc1	-3.5	-7.9%
Fc1ccc(C(c2nnnn2C2CCCC2)N2CCN(Cc3ccccc3)CC2)cc1 (stereo unspecified)	7.3	-2.5%
CCNC(=O)O/N=C(\C)c1sc(-c2ccccc2)nc1C	.	-0.3%
COc1ccc(Cl)cc1NC(=O)N1CCN(CCc2ccccc2)CC1	-6.1	4.4%
Oc1ccc(N=Cc2ccc(-c3cccs3)s2)cc1	-8.9	-1.5%
O=C(CCC(=O)Nc1cccc2ccccc12)N/N=C/c1ccco1	-11.2	-4.2%
O=C(O)CCc1ccc(-c2ccc(F)cc2)n1CCC(=O)O	3.3	-4.5%
O=C(Nc1cc(C(=O)N2CCCC2)ccc1N1CCCC1)c1ccccc1F	26.0	4.5%
Cc1ccccc1CSc1ccc2nnc(-c3ccccn3)n2n1	9.6	1.2%
CC1=NN(c2ccccc2)C(=O)/C1=C/c1ccc[nH]1	-4.4	-3.7%
CCc1nnc(NS(=O)(=O)c2ccc(NC(=O)c3ccccc3C)cc2)s1	-5.1	-0.6%
Clc1ccc(CSc2nnc(CN3CCOCC3)n2-c2ccccc2)cc1Cl	17.0	-1.2%
CC(C)n1c(N)c(C#N)c2ccc([N+](=O)[O-])cc2c1=O	-9.5	0.9%
O=C(CN1C(=O)/C(=C\c2ccccc2Cl)Oc2ccccc21)NCc1cccnc1	-1.7	0.6%
CC(C)OC(=O)NC(C)(C)COC(=O)Nc1cccc(Cl)c1	.	-3.7%

In another format: results already given.
Every second line gives: Mtb RmlCD inh, GlmU inhibition
O=C(CCC(=O)Nc1cccc2ccccc12)N/N=C/c1ccco1
  -11.2, -4.2%
Oc1ccc(N=Cc2ccc(-c3cccs3)s2)cc1
  -8.9, -1.5%
CC(C)n1c(N)c(C#N)c2ccc([N+](=O)[O-])cc2c1=O
  -9.5, 0.9%

Other structures follow:
SMILES	Mtb RmlCD inh	GlmU inhibition
CCOc1ccc(C(=O)N2CCCC(c3nc(-c4cccs4)no3)C2)cc1 (stereo unspecified)	.	0.4%
O=C(N1CCCCCC1)N1CCN(S(=O)(=O)N2CCCCC2)CC1	-4.2	0.0%
COc1ccc(OC)c(C(=O)Cn2c3[n+](c4ccc(C(F)(F)F)cc42)CCCCC3)c1	.	-2.4%
CC1(C)Cc2nc3oc4c(N(CCO)Cc5ccccc5)ncnc4c3cc2CO1	-5.5	-6.0%
CCOC(=O)c1ccccc1NC(=O)COc1ccccc1	5.9	0.1%
CC(CN1CCOCC1)OC(=O)/C=C/c1ccccc1 (stereo unspecified)	.	-2.8%
COc1ccc(C(CNC(=O)c2ccc(S(=O)(=O)N3CCCC3)cc2)N(C)C)cc1OC (stereo unspecified)	-8.1	-4.3%
O=C(c1ccc(Cl)cc1)N1CCCC(c2ccccc2)=N1	21.7	-5.2%
N=c1oc2ccc3ccccc3c2cc1-c1nc(-c2ccccc2)cs1	-0.5	0.9%
Cn1ncc(C#N)c1/N=C/N1CCOCC1	-5.1	-0.1%
Cc1cc(/C=C2\C(=O)NC(=O)N(c3ccc(Cl)cc3)C2=O)c(C)n1-c1sc2c(c1C#N)CCCC2	10.4	2.4%
Cc1ccc(C(=O)C[n+]2cc(Br)cc(Br)c2)cc1[N+](=O)[O-]	7.9	-1.1%
Cc1cc(C(c2nnnn2Cc2ccccc2)N2CCOCC2)c(C)n1-c1ccc2c(c1)OCO2 (stereo unspecified)	-1.2	-4.2%
O=C(NCC1CCCO1)c1ccccc1-c1nc(-c2ccccc2)no1 (stereo unspecified)	-1.2	0.9%
COc1ccccc1CNC(=O)c1cccc(N(C)C)c1	.	3.3%
CC1(C)CC(=O)CC(C)(C)N1OC(=O)c1ccncc1	.	-1.6%
CN1CCN(C(=O)c2ccccc2-c2nc(-c3ccc(Cl)cc3)no2)CC1	8.4	-5.8%
CCOc1cc(S(=O)(=O)NC2CC(C)(C)NC(C)(C)C2)ccc1F	-5.5	-1.9%
COC(=O)C[C@H]1c2cc(C(F)(F)F)ccc2S(=O)(=O)N1C1CCCC1	.	-4.4%
COc1cccc2c(C)nc(Nc3nc(CSc4nnc(C)s4)cc(=O)[nH]3)nc12	.	2.9%
CC(C)(C)n1nnnc1C(c1cccnc1)N1CCN(c2ccccc2F)CC1 (stereo unspecified)	.	0.8%
COc1cc(Br)cc(/C=N/NC(=O)Cc2ccc(C(F)(F)F)cc2[N+](=O)[O-])c1O	-1.1	-7.5%
CNC(=O)CSc1n[nH]c(-c2cc(Cl)ccc2OC)n1	-4.2	-6.7%
COc1ccc(-c2cc(CNC(=O)CCl)on2)cc1	7.5	-2.5%
O=c1c2ccccc2c(-c2ccc(Br)cc2)nn1Cc1ccccc1	-6.6	-1.8%
O=C(CN1CCN(c2ncccn2)CC1)NCCC1=CCCCC1	-4.0	0.4%
CCOCCCNC(=O)CSCc1nc(-c2ccc(SC)cc2)oc1C	9.6	-3.2%
COc1ccc(CC(=O)Nc2ccc(-c3nnc(-c4ccccc4)o3)cc2)cc1	20.7	-0.9%
COC(=O)C1CCN(C(c2cccs2)c2sc3nc(C)nn3c2O)CC1 (stereo unspecified)	.	1.0%
Cn1cc(Br)c(C(=O)NN2C(=O)C3C4C=CC(C5CC45)C3C2=O)n1 (stereo unspecified)	.	-0.7%
N/C(=N\OC(=O)c1cccc(Br)c1)c1ccccc1	-7.9	7.6%
CNS(=O)(=O)c1ccc(N=Cc2c(O)n(-c3ccccc3)c(=O)[nH]c2=O)cc1	4.4	-5.7%
CCn1ncc(NC(=S)NCCc2ccc(OC)c(OC)c2)c1C(N)=O	-12.0	-3.7%
CCc1ccc(NC(=O)c2cnn(-c3ccccc3)c2C2CCNCC2)cc1	-31.5	-1.7%
Cc1ccc(N(CC(=O)NCCSc2nc3ccccc3s2)S(=O)(=O)c2ccccc2)c(C)c1	1.5	-5.3%
COc1cc(-c2nn3c(COc4ccccc4)nnc3s2)cc(OC)c1OC	-2.5	5.2%
Cc1cccc(NC(=O)CCNS(=O)(=O)c2cccc3nonc23)c1	5.7	-5.2%
COc1cc(CN2CCC(C(=O)N3CCN(c4ccccc4F)CC3)CC2)cc(OC)c1OC	8.3	.
O=C(NC1CC2CCCC(C1)N2C(=O)Nc1ccccc1)c1ccncc1 (stereo unspecified)	.	1.6%
O=C(Cn1nc(-c2ccccc2Cl)ccc1=O)Nc1ccccc1-c1ccccc1	-7.9	2.5%
Cc1nc2ccc(NC(=O)c3ccc(S(=O)(=O)N(C)C)cc3)cc2s1	-0.2	4.2%
CC(=O)OC(C(=O)NCCc1ccccc1)c1cccnc1 (stereo unspecified)	.	0.7%
Cc1ccc(/C=C/C(=O)NC(C)c2ccccc2)cc1 (stereo unspecified)	-0.4	-1.6%
CNC(=O)C(=O)N/N=C/c1ccccn1	65.4	5.5%
COC(=O)C1=C(C)OC(N)=C(C#N)C1c1ccc(OC)c(CSc2ccccn2)c1 (stereo unspecified)	.	3.7%
Nc1cc(=O)[nH]n1C1CCN(c2ccccc2)CC1	3.6	4.6%
CCOc1cc(S(=O)(=O)Nc2ccc(Cl)cn2)ccc1F	-10.3	4.8%
CCOc1ccccc1C(C(=O)NCCOC)N(CCOC)C(=O)Cn1nnc2ccccc21 (stereo unspecified)	.	2.1%
C/C(=N/N=C(/N)SCc1ccccc1)C(C)(C)C	.	0.6%
O=C(c1cc2cc(Br)ccc2o1)N1CCOCC1	.	3.0%
COc1ccc(C(=O)OCC(=O)N2CCCCC2)cc1[N+](=O)[O-]	-5.5	-1.4%
COC(=O)C(C)N1C(=O)S/C(=C/c2cc(C)n(C(C)C)c2C)C1=O (stereo unspecified)	10.4	2.9%
COC(=O)c1[nH]c(C)c(/C(O)=C2\C(=O)C(=O)N(CCN(C)C)C2c2ccccc2OC)c1C (stereo unspecified)	1.9	4.2%
Nc1nn(-c2cccc(F)n2)cc1-c1ccc(Cl)cc1	-10.4	9.9%
CCOC(=O)Cc1csc(NC(NC(=O)OCC)(C(=O)OCC)C(F)(F)F)n1 (stereo unspecified)	.	0.3%
Cc1sc(NC(=O)/C=C/C(=O)O)c(C(N)=O)c1-c1ccc(C(C)(C)C)cc1	4.7	1.2%
O=[N+]([O-])c1ccc(N2CCN(CCO)CC2)cc1Sc1ccccn1	9.5	1.9%
CC(C(=O)N1CCCc2ccccc21)N1C(=O)c2ccccc2C1=O (stereo unspecified)	.	0.7%
O=C(COC(=O)c1cc(=O)[nH]c2ccc(Br)cc12)c1ccccc1	-1.6	-2.9%
COc1ccc(-n2cc(CNC3CCN(C)CC3)c(-c3cccc(F)c3)n2)cc1	.	-4.6%

Filtered by structure: the compounds so far with a furan ring, fused or not (5)
SMILES	Mtb RmlCD inh	GlmU inhibition
Cc1ccc2nc(N3C(=O)C(O)=C(C(=O)c4ccco4)C3c3cccs3)sc2c1 (stereo unspecified)	.	-0.2%
CCOC(=O)C1=C(C)NC(C)=C(C(=O)OCC)C1c1cn(-c2ccccc2)nc1-c1ccco1	5.6	-3.5%
O=C(CCC(=O)Nc1cccc2ccccc12)N/N=C/c1ccco1	-11.2	-4.2%
CC1(C)Cc2nc3oc4c(N(CCO)Cc5ccccc5)ncnc4c3cc2CO1	-5.5	-6.0%
O=C(c1cc2cc(Br)ccc2o1)N1CCOCC1	.	3.0%

Other structures:
SMILES	Mtb RmlCD inh	GlmU inhibition
Cc1ccc(C)c(NC(=S)N2CCN(c3cccc(C(F)(F)F)c3)CC2)c1	-4.7	.
Cc1sc2ncn(CC(=O)N(CC(=O)NC3CCCC3)Cc3cccs3)c(=O)c2c1C	.	-6.8%
O=C(Nc1ccn([C@H]2CC[C@@H](CO)O2)c(=O)n1)c1ccccc1	.	-0.8%
Oc1cccc(O)c1O	.	76.2%
COC(=O)COc1ccc(S(=O)(=O)Nc2ccc3c(c2)OCCO3)cc1Cl	10.7	-2.3%
Cc1c(Cl)cc(-n2cnnn2)cc1[N+](=O)[O-]	0.0	0.9%
CC(=O)/C(N=Nc1ccc2c(c1)OCO2)=C(\C)O	7.1	-2.0%
CCOC(=O)CCCN1CC(O)=C(c2nc3ccccc3s2)C1=N	-1.3	-2.7%
CN(CCC#N)c1ncnc2scc(-c3ccccc3)c12	-2.4	-0.7%

Assay outcomes as filed in PubChem BioAssay.

Only part of the results is shown; rates above refer to the full screens.
